Compound activity as filed in PubChem.
MEP2-GFP yeast: alters MEP2-GFP fluorescence in TOR pathway yeast screen; S. cerevisiae MEP2-GFP strain, flow cytometry GFP, 3 h; 100% = DMSO control level; GFP response vs DMSO, % at 10 µM; AID 2016; 330,000 compounds, 0.51% hits;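 active = GFP response versus DMSO above a set limit, roughly screen mean plus 3 SD, cut at about 180% in these data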;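 note: median GFP fluorescence of the barcode-gated MEP2-GFP cells per well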
EBNA-1 inh: blocks EBNA-1 binding to DNA; EBNA-1 DNA binding, fluorescence polarization; inhibition, % at 14.8 µM; 300,000 compounds, 0.34% hits; AID 1950; in the data active = inhibition above about 28%
ZTA counter: blocks Epstein-Barr virus ZTA, an EBNA-1 counter-screen. 320,000 compounds, 0.15% hits. inhibition, % at 11 µM. ZTA-DNA binding, fluorescence polarization; in the data active = inhibition above about 33%
AHR act: activates the human aryl hydrocarbon receptor. AHR-responsive luciferase reporter cells, luminescence. activation, % at 5 µM. 320,000 compounds, 2.5% hits. AID 2796; in the data active = activation above about 47%;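 note: 0% = vehicle wells and 100% = reference agonist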
procasp7 counter: counter-screen: procaspase-7 (human) activation; recombinant procaspase-7, Ac-DEVD-pNA absorbance 405 nm; D23A/D198A/D206A triple mutant, cannot self-cleave; scale: DMSO 0, 5 µM enzyme 100; P55210; AID 463210; activation, % at 8.5 µM; 330,000 compounds, 0.093% hits;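 active = percent activation above the screen-wide mean plus 3 SD, cut at about 25% in these data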
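Replicates: singlicate. Assay system: Procaspase-7 triple mutant (PC-7 D3A). Signal: 405 nm absorbance of p-nitroaniline. Times: 1 h preincubation, 2 h reaction. Buffer or medium: Zinc-free HEPES pH 7.4 with 300 mM NaCl, 0.01% Triton X-100. Also added: DEVD-pNA substrate. Benchmarks: DMSO wells as 0%, DMSO with 5 µM added PC-7 as 100%.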
LAP4 TOR yeast: alters LAP4-GFP fluorescence in TOR pathway yeast screen. S. cerevisiae LAP4-GFP multiplex, flow cytometry GFP, 3 h; median GFP as percent of DMSO wells. GFP response vs DMSO, % at 10 µM. 320,000 compounds, 0.34% hits. AID 2023;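 active = GFP response vs DMSO above a set limit, about the screen mean plus 3 SD, cut at about 150% in these data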
RPL19A TOR yeast: alters RPL19A-GFP fluorescence in TOR pathway yeast screen; S. cerevisiae RPL19A-GFP strain, flow cytometry, 3 h; hits give low values; percent response vs DMSO, % at 10 µM; 330,000 compounds, 0.3% hits;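 active = percent response vs DMSO below 50%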;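 note: median channel GFP fluorescence of the barcoded RPL19A-GFP strain; ratio of sample median GFP to plate DMSO average so 100% = DMSO; lower means less RPL19A-GFP as with rapamycin TOR inhibition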
procasp3 activ: activators of human procaspase-3; P42574; recombinant procaspase-3 D3A, Ac-DEVD-pNA absorbance 405 nm; activation, % at 8.5 µM; 330,000 compounds, 0.11% hits; AID 463141;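 active = activation above the mean of all tested compounds plus 3 SD, cut at about 21% in these data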;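 note: 0% = DMSO alone and 100% = DMSO wells spiked with extra 5 µM PC-3 D3A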
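Assay system: Procaspase-3 D3A mutant, all three cleavage aspartates alanine. Buffer or medium: Zinc-free HEPES saline buffer with Triton X-100. Times: 1 h compound preincubation, 2 h substrate hydrolysis at 25 °C. Measured by: 405 nm absorbance of p-nitroaniline, reads at 0 and 120 min. Read-out basis: percent activation relative to control range. Replicates: singlicate.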
* = called active by the depositor; x = no result given; [ ] = dose if it differs, or a comment.

molecule,MEP2-GFP yeast,EBNA-1 inh,ZTA counter,AHR act,procasp7 counter,LAP4 TOR yeast,RPL19A TOR yeast,procasp3 activ
Cc1csc(NC(=O)CSc2nc3ccccc3c3c2CCCC3)n1,109,21,13,19,0,100,105,-2
CCN(CC)S(=O)(=O)c1cccc(C(=O)N[C@H](C(=O)NNC(=O)c2ccccc2)C(C)C)c1,91,8,-6,1,0,95,95,-1
Cc1cc(C)c(C#N)c(SCC(=O)Nc2ccc(S(=O)(=O)Nc3ncccn3)cc2)n1,97,2,-8,-2,3,89,100,6
NC(=O)CC(NC(=O)c1ccccc1)c1ccc(NCc2ccccc2)c([N+](=O)[O-])c1 (stereo unspecified),91,6,2,0,3,109,103,-6
COc1cccc(-c2c(-c3cc(OC)cc(OC)c3)n(C)c3ccc(-c4ccc(OC)nc4)cc23)c1,86,x,-15,2,4,99,96,3
CCC(=O)N1CCc2cc(S(=O)(=O)NCCC(=O)N3CCN(c4cccc(C)c4)C(C)C3)ccc21 (stereo unspecified),102,-8,0,2,5,92,100,7
N#CCC(=O)N/N=C/c1ccc(N2N=C(c3ccccc3)CC2c2ccccc2)cc1 (stereo unspecified),122[may fluoresce violet],1,7,14,-37,96[may fluoresce violet],98[may fluoresce violet],-55
O=C(COc1ccccc1)NC(=S)Nc1ccc(Br)cn1,97,-8,-3,-1,-1,108,98,7
CCC(C)(C)NC(=O)Cn1c(-c2ccccc2)cc(C(C)=O)c1C,106,12,-3,1,-6,104,108,1
COc1ccccc1N1CCN(C(=O)COc2cc(C)cc3oc(=O)cc(C)c23)CC1,102,12,9,1,5,92,102,3
COc1ccc(NC(=S)N(CCc2c(C)[nH]c3ccc(C)cc23)Cc2ccco2)cc1,118,0,-2,100*,-7,112,110,-1
COc1ccccc1C(=O)NC(=O)COc1cc(Cl)ccc1Cl,90,3,8,4,3,90,87,-2
CCOC(=O)C1=C(N)Oc2ccc3ccccc3c2C1c1cccc(O)c1 (stereo unspecified),98,-8,-27,50*,6,94,103,7
O=C(CSc1nnnn1-c1ccccc1F)Nc1nc2ccccc2s1,107,-5,-6,3,-2,105,102,4
CC1(C)C(c2ccccc2)=NC(c2ccc(Br)cc2)N1O (stereo unspecified),94,4,-15,17,0,94,94,4
Cc1ccccc1NC(=O)CCC(=O)OCCCC(F)(F)C(F)(F)F,99,-4,2,1,3,96,100,9
CN(Cc1ccc(F)cc1)Cc1nc(CCc2ccccc2)no1,127,-9,2,1,6,97,70,-3
COc1ccc(-c2oc(NC(=O)CSc3ncn[nH]3)c(C#N)c2-c2ccc(OC)cc2)cc1,104,1,-2,-1,9,107,98,0
O=C(COC(=O)CNC(=O)c1ccccc1)Nc1ccccc1Cl,98,2,4,-3,1,93,99,3
O=C(Oc1ccccc1-c1nnco1)c1ccc(Cl)cc1,94,-17,-3,9,13,89,89,7
O=C(NN=Cc1c(F)cccc1F)c1ccccc1NS(=O)(=O)c1cccs1,109,x,x,5,-2,90,99,-1
CCCCN(C)C(=O)c1nc2ccccn2c1CN1CCN(c2cnccn2)CC1,105,7,3,2,4,95,102,-1
CC1(C)N=C(/C=N/O)C=[N+]1[O-],89,-4,19,0,-9,93,92,9
NS(=O)(=O)c1cccc(NC(=O)Cc2ccc(Cl)c(Cl)c2)c1,100,-1,3,2,14,98,87,-7
Cc1cc(Nc2ccccc2)nc(N2CCN(C(=O)c3ccc4c(c3)OCO4)CC2)n1,95,-13,2,7,-2,104,100,-3
COc1ccc(Cl)cc1NC(=O)Cn1c(=O)n2nc(C)nc2c2ccccc21,100,7,8,7,2,104,94,3
Cc1[nH]nc(-c2ccc(OCc3cnn(-c4ccccc4)c3)cc2O)c1Oc1ccc(F)cc1,109,-2,14,28,7,93,99,-10
c1cncc(-c2nnc3n2N=C(c2cccs2)CS3)c1,103,4,11,36,-3,97,96,-2
Cc1cccc(-n2c(C)c(C)c3c(N)ncnc32)c1,108,6,-5,16,7,96,106,2
CCC(=O)NCCc1cc2ccc(C)cc2[nH]c1=O,72,14,6,4,-8,82,89,7
CCCCNc1c(-c2ccc(SC(C)CC)cc2)nc2ccccn12 (stereo unspecified),91,-1,4,0,12,162*,85,-3
COc1cccc(C(C(=O)NC2CCCC2)N(C(=O)c2ccco2)C2CC2)c1OC (stereo unspecified),108,-3,-9,0,-1,97,95,-2
O=C(Nc1ccc(S(=O)(=O)N2C[C@@H]3C[C@@H](C2)c2cccc(=O)n2C3)cc1)c1ccc(F)cc1,92,x,-1,-1,6,113,96,11
O=C(c1cccc(F)c1)N1CCN(c2ccc([N+](=O)[O-])c(N3CCCCC3)c2)CC1,93,8,12,4,3,87,94,-5
CC1(c2nnc(-c3cccc(Cl)c3)o2)CC(c2ccc(F)cc2)=NO1 (stereo unspecified),x,-16,3,7,1,x,x,8
CCOC(=O)N1CCC(N2CCN(S(=O)(=O)c3ccc(C)cc3)CC2)CC1,93,-6,-5,6,-1,98,94,2
Cn1c(=O)c2sccc2n2c(CCCC(=O)Nc3ccccc3)nnc12,108,-1,-13,-1,2,99,106,8
CCC12CN(C(=O)c3ccc(C)cc3)CC(CC)(CN(C(=O)c3ccc(C)cc3)C1)C2=O,105,0,5,1,8,106,103,1
Cc1ccc(Cl)cc1N(Cc1ccc(C(=O)NCc2cccnc2)cc1)S(=O)(=O)c1ccccc1,91,-2,12,2,3,97,91,-1
CC1CC(C)CN(C(=O)CNC(=O)Cn2ccc3ccccc3c2=O)C1 (stereo unspecified),101,4,5,2,9,116,99,6

An excerpt from further up, for reference:
molecule,MEP2-GFP yeast,EBNA-1 inh,ZTA counter,AHR act,procasp7 counter,LAP4 TOR yeast,RPL19A TOR yeast,procasp3 activ
Cc1cccc(-n2c(C)c(C)c3c(N)ncnc32)c1,108,6,-5,16,7,96,106,2
CCC(=O)NCCc1cc2ccc(C)cc2[nH]c1=O,72,14,6,4,-8,82,89,7
CCCCNc1c(-c2ccc(SC(C)CC)cc2)nc2ccccn12 (stereo unspecified),91,-1,4,0,12,162*,85,-3
COc1cccc(C(C(=O)NC2CCCC2)N(C(=O)c2ccco2)C2CC2)c1OC (stereo unspecified),108,-3,-9,0,-1,97,95,-2
O=C(Nc1ccc(S(=O)(=O)N2C[C@@H]3C[C@@H](C2)c2cccc(=O)n2C3)cc1)c1ccc(F)cc1,92,x,-1,-1,6,113,96,11
O=C(c1cccc(F)c1)N1CCN(c2ccc([N+](=O)[O-])c(N3CCCCC3)c2)CC1,93,8,12,4,3,87,94,-5
CC1(c2nnc(-c3cccc(Cl)c3)o2)CC(c2ccc(F)cc2)=NO1 (stereo unspecified),x,-16,3,7,1,x,x,8
CCOC(=O)N1CCC(N2CCN(S(=O)(=O)c3ccc(C)cc3)CC2)CC1,93,-6,-5,6,-1,98,94,2
Cn1c(=O)c2sccc2n2c(CCCC(=O)Nc3ccccc3)nnc12,108,-1,-13,-1,2,99,106,8

More records:
Letter code: A = MEP2-GFP yeast; B = EBNA-1 inh; C = ZTA counter; D = AHR act; E = procasp7 counter; F = LAP4 TOR yeast; G = RPL19A TOR yeast; H = procasp3 activ
> CCN(CC)S(=O)(=O)c1cccc(C(=O)NC(C(=O)Nc2nnc(C)s2)C(C)C)c1 (stereo unspecified)
  A: 98	B: -1	C: 5	D: 3	E: 14	F: 96	G: 104	H: 3
> Cc1cc(NC(=O)Cn2nc(-c3cccs3)ccc2=O)cc(C)c1Br
  A: 108	B: 12	C: 24	D: 5	E: -1	F: 104	G: 108	H: 5
> Cc1cccc(NC(=S)Nc2ccccn2)c1C
  A: 97	B: 3	C: 1	D: 19	E: 5	F: 97	G: 104	H: -5
> COc1ccc(-n2nc(N)c(C(N)=O)n2)cc1
  A: 101	B: -1	C: -13	D: 3	E: 1	F: 104	G: 99	H: -1
> Cn1c(=O)cc(NCCc2ccccc2)[nH]c1=O
  A: 101	B: 4	C: 6	D: 3	E: 11	F: 107	G: 100	H: 4
> COc1cc(NC2=CC(=O)CC(C)(C)C2)cc(OC)c1
  A: 97	B: 6	C: 9	D: 4	E: -2	F: 96	G: 96	H: 6
> CCOC(=O)c1c(NC(=O)Cn2nnc(-c3ccccc3Cl)n2)sc(C)c1C
  A: 102	B: -17	C: -1	D: 4	E: 1	F: 103	G: 100	H: -8
> COc1ccc(CN2CCNC(=O)C2CC(=O)NCCc2c[nH]c3ccccc23)c(OC)c1 (stereo unspecified)
  A: 83	B: 5	C: -2	D: 2	E: 0	F: 85	G: 97	H: 3
> Cc1nc(S/C(=C/c2ccc(OCc3ccc(C(=O)O)cc3)cc2)C(=O)O)n[nH]1
  A: 97	B: -9	C: -5	D: 0	E: 6	F: 105	G: 97	H: -2
> O=C(CN1CCSC1=O)N1CCN(S(=O)(=O)c2ccc(Cl)cc2)CC1
  A: 103	B: x	C: 19	D: -1	E: 2	F: 105	G: 97	H: -2
> CCOc1ccc(CN2CCNC(=O)C2CC(=O)NCc2cc(C)n(C)n2)cc1 (stereo unspecified)
  A: 97	B: 7	C: -7	D: -2	E: -1	F: 78	G: 106	H: 7
> CCOC(=O)N1CCN(S(=O)(=O)c2ccc(F)c(C(=O)Nc3ccc(C(C)C)cc3)c2)CC1
  A: 101	B: 0	C: 6	D: 0	E: -12	F: 90	G: 101	H: -4
> Cc1ccc(C(=O)N[C@H](C(=O)N2CCN(c3ccccc3F)CC2)C(C)C)cc1
  A: 104	B: -2	C: -7	D: 1	E: 5	F: 110	G: 99	H: 12
> CC1(C)C(=O)NCCN1C(=O)CC1C(=O)NCCN1CC(c1ccccc1)c1ccccc1 (stereo unspecified)
  A: 92	B: -3	C: 5	D: 5	E: 1	F: 97	G: 98	H: -1
> Cc1csc(NC(=O)c2oc3ccccc3c2C)n1
  A: 107	B: -2	C: -5	D: 83*	E: -2	F: 102	G: 104	H: 5
> CCS(=O)(=O)C1=NSC2=NC(=O)/C(=C\c3ccc(OC(=O)c4ccco4)c(OC)c3)C(=N)N21
  A: 107	B: -4	C: -8	D: 4	E: -2	F: 80	G: 102	H: 2
> COc1ccc(NC(=O)CSc2nc(N)c3cc4c(nc3n2)CCCC4)cc1
  A: 99	B: -9	C: -11	D: 14	E: 6	F: 91	G: 101	H: -5
> O=C(c1ccco1)N1CCN(S(=O)(=O)c2ccc([N+](=O)[O-])cc2)CC1
  A: 68	B: -17	C: -12	D: 0	E: 4	F: 103	G: 95	H: 2
> COc1cc(CN(C)Cc2ccccc2)cc(OC)c1O
  A: 88	B: -3	C: 5	D: 4	E: -17	F: 81	G: 89	H: -14
> CC(=O)Nc1ccc(-c2nnn(CC(=O)Nc3ccc4c(c3)OCO4)n2)cc1Cl
  A: 101	B: -7	C: 6	D: 7	E: 6	F: 109	G: 97	H: 5
> O=C1CN(C(=O)COC(=O)CNC(=O)c2ccc(Br)o2)c2ccccc2N1
  A: 97	B: -9	C: 4	D: 6	E: 6	F: 117	G: 103	H: 9
> C#Cc1ccc(C(=O)Nc2cc(C(N)=O)ccc2N2CCOCC2)cc1
  A: 102	B: 8	C: 2	D: 80*	E: -2	F: 93	G: 91	H: 4
